# Source: PubChem BioAssay
# Myeloid diff 2: myeloid differentiation induction | calls only at 10 µM | 360,000 tested, 1% active | ER-HoxA9 myeloid progenitors, lysozyme-GFP differentiation, flow cytometry | AID 624256;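 active = normalized GFP-positive differentiation at or above the plate's own cutoff, the solvent-only control mean plus 3 SD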;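 note: cells exposed to compound for four days before flow analysis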
# Myeloid diff 2 GFP+ MAC1+ %: further read-out of Myeloid diff 2, marked with its call; GFP+ MAC1+ double positive, %; measured here: differentiation confirmed by MAC1 staining
# * = called active by the depositor; i = inactive; + = active, no number. An excerpt; the hit share may differ from the screen's.
SMILES,Myeloid diff 2,Myeloid diff 2 GFP+ MAC1+ %
CC1CCC(N(C)C(=O)CN2C(=O)NC(c3ccccc3)(c3ccccc3)C2=O)CC1 (configuration not stated),i,0.3
CN1C(=O)N(CC(=O)Nc2cccc(S(=O)(=O)N(C)c3ccccc3)c2)C(=O)C12CCCCC2,i,0.4
CCc1nc2c(OCc3ccccc3)cccn2c1N(Cc1ccccc1)C(C)=O,i,1.3
Cc1cccc(NC(=O)CN(C)C(=O)/C=C/c2ccccc2)c1C,i,0.5
O=C(c1ccccc1)N1CCN(c2cc(-c3ccccc3)nc3cc(-c4cccc(Cl)c4)nn23)CC1,i,0.6
CCOC(=O)C1=CCN(S(=O)(=O)c2ccc(F)cc2)C1c1ccc(Br)cc1 (configuration not stated),i,1.3
COc1ccccc1N(CC(=O)Nc1c(C)n(C)n(-c2ccccc2)c1=O)S(=O)(=O)c1ccccc1,i,1.8
O=S1(=O)c2ccc(Br)cc2N2CCC[C@@H]2CN1Cc1ccc(Cl)cc1,i,0.2
O=S(=O)(Nc1ccc(Br)cc1)c1cccc(NS(=O)(=O)c2cccs2)c1,i,1.4
CN1CCN(C(=O)C(=O)c2cn(CC(=O)N3CCCCCC3)c3ccccc23)CC1,i,0.5
N#Cc1ccc(C(=O)OCC(=O)NC(=O)NCc2ccccc2)cc1,i,0.6
O=c1[nH]c(=S)n2c(c1-c1ccccc1)OC(CBr)C2 (configuration not stated),+,5.3*
CC(=O)C1=CCC(c2ccc(C(C)C)cc2)N(S(=O)(=O)c2ccc(C)cc2)C1 (configuration not stated),i,1.1
COc1ccc(CN(C)C(=O)c2ccc(NC(=O)CC3SC(N4CCCCC4)=NC3=O)cc2)c(OC)c1 (configuration not stated),i,0.6
CCc1ccc(C(O)c2ncc(-c3ccc4ccccc4c3)[nH]2)cc1 (configuration not stated),i,0.7
CC[C@]12c3[nH]c4cc(-c5ccco5)ccc4c3CCN1C(=O)[C@@H](CC(=O)NCCc1ccccn1)C[C@@H]2C(=O)N1CCN(C(=O)c2ccco2)CC1,i,0.3
COc1ccc(S(=O)(=O)N2CCC(C(=O)NN3CCCCC3)CC2)cc1,i,1.1
Cc1ccc(OCC(=O)Nc2c(C)nn(-c3ccccc3)c2C)c(Br)c1,i,0.8
O=C(COC(=O)c1cc(Br)ccc1O)NCCC1=CCCCC1,i,1.1
O=C(CNC(=O)C12CC3CC(CC(C3)C1)C2)N1CCCC(C(F)(F)F)C1 (configuration not stated),i,1.1
CCc1nc2c(OCCC3CCCCC3)cccn2c1N(C=O)Cc1ccccc1,i,1.0
CN(C)S(=O)(=O)c1cccc(NC(=O)COc2ccccc2C(=O)Nc2ccccc2)c1,i,0.9
CC(=NNC(=O)c1ccncc1)c1cccc(Cl)c1,i,0.7
CN(C)c1cccc(NC(=O)C2Cc3c(-c4ccc(Cl)cc4)ccnc3O2)c1 (configuration not stated),i,1.0
COC(=O)c1ccc2c(=O)n(CCN3CCOCC3)c(SCC(=O)Nc3ccccc3OC)nc2c1,i,1.3

# New compounds follow
SMILES,Myeloid diff 2,Myeloid diff 2 GFP+ MAC1+ %
CC(=O)OC(=C(OC(C)=O)c1ccccc1)c1ccccc1,i,0.9
CNC[C@@H]1Oc2cc(Br)ccc2S(=O)(=O)N([C@@H](C)CO)C[C@H]1C,i,0.8
CCOC(=O)C1=CCN(S(=O)(=O)c2ccccc2Cl)C1c1ccc(Cl)c(Cl)c1 (configuration not stated),i,0.6
CC1CCCN(CC(=O)Nc2ccc(S(=O)(=O)N3C(C)CCCC3C)cc2)C1 (configuration not stated),i,1.5
Cc1ccc(S(=O)(=O)N2CC(O)C[C@H]2C(=O)OCC(=O)N2CCN(c3ccc(F)cc3)CC2)cc1C (some centres not stated),i,2.0
CC(=O)c1cc(C)c(OCc2cn(CC(=O)c3ccc(O)cc3)nn2)c(C)c1,i,0.6
COc1ccc2[nH]c3c(c2c1)CCN1C(=O)C(CC(=O)NC/C=C(\C)CCC=C(C)C)C[C@H](C(=O)N2CCOCC2)[C@@]31CCC1CCCC1 (some centres not stated),i,0.9
O=C(c1cnc(Cc2c[nH]c3ccccc23)c(I)c1)N1CCCCC1,i,1.5
CCOC(=O)C1(C)CCCN(C(=O)c2ccc3snnc3c2)C1 (configuration not stated),i,1.3
O=C(COc1ccccc1)Nc1c2c(nn1-c1ccc(F)cc1)CS(=O)C2 (configuration not stated),i,1.1
COc1ccc(C(C)(NC(C)=O)c2nc(-c3cnc4ccccc4c3)cs2)cc1 (configuration not stated),i,0.9
CC(C)n1ncc2c(C(=O)Nc3ccccc3SCC(N)=O)cc(C3CC3)nc21,i,0.8
COc1ccc(OC(F)(F)F)cc1CC1(C)C(=O)Nc2ccc(S(=O)(=O)NC3CCCCC3)cc21 (configuration not stated),i,0.7
O=C1OC2C(O)COC23OC(O)CCC13O (configuration not stated),i,1.5
CCN(CC(=O)Nc1c(F)cccc1F)C(=O)c1cccc(S(=O)(=O)N2CCCc3ccccc32)c1,i,1.7
C=CC1=CCN(S(=O)C(C)(C)C)[C@H]1CCO (some centres not stated),i,1.8
CC(C)Nc1nc(Nc2ccccc2Cl)c2sccc2n1,i,1.5
CCc1nc2ccc(C(=O)N(C)CCCN(C)C)cn2c1N(C=O)CCC(C)C,i,0.9
CC1=C(C(=O)N(C(C)C)C(C)C)CC(CC(=O)NC(c2ccccc2)c2ccccc2)C(=O)N1CCCN1CCCC1=O (configuration not stated),i,0.3
COc1ccc(-c2ccc3c(c2)C2CC3CCN2C(=O)OCc2ccccc2)cc1 (configuration not stated),i,0.7
O=[N+]([O-])c1ccc(SNc2ccccc2)c([N+](=O)[O-])c1,i,4.1
CCOC(=O)C1=C[C@@H](C(C)C)N(S(=O)(=O)c2ccc(C)cc2)[C@H]1c1ccccc1F,i,0.4
CCCCCC(=O)N1C[C@H](O)[C@@H](n2cc(COC(=O)c3ccccc3)nn2)C[C@@H]1c1ccccc1,i,0.6
COc1ccc(C)cc1S(=O)(=O)N1CCCC(N2CCN(c3ccccc3)CC2)C1 (configuration not stated),i,2.0
O=C(OCc1ccc(Br)cc1)c1cc([N+](=O)[O-])ccc1N1CCOCC1,i,0.0

# Later entries
SMILES,Myeloid diff 2,Myeloid diff 2 GFP+ MAC1+ %
CCOc1c(Br)cc(C(=O)Nc2cccc(S(=O)(=O)N3CCOCC3)c2)cc1OC,i,0.5
COc1ccc([C@H]2C[C@H](n3cc(COC(=O)c4ccccc4)nn3)[C@@H](O)CN2CC2CCCCC2)cc1,i,0.8
N#Cc1ccc(C(=O)N2CCCCC2c2cc(C(=O)NCc3ccccc3)no2)cc1 (configuration not stated),i,1.0
COc1ccc(NC(=O)C(c2ccnc3ccccc23)n2c(=O)c(-c3ccccc3)nc3ccccc32)cc1 (configuration not stated),i,3.7
COC(=O)CC1N(S(=O)(=O)c2ccc(C)cc2)c2ccccc2C1(C(=O)OC)C(=O)OC (configuration not stated),i,1.7
CN1CCN(c2ncnc3c2ncn3[C@H]2CN(Cc3ccc4c(c3)OCO4)C[C@@H](CO)O2)CC1,i,1.7
COc1ccc(OC)c(C(O)c2ncc(-c3cccc4ccccc34)[nH]2)c1 (configuration not stated),i,1.1
CN(C)C(=O)CCc1ccc2c3c([nH]c2c1)[C@]1(CCc2ccccc2)[C@@H](C(=O)N2CCCCC2)C[C@H](CC(=O)NCCc2ccccn2)C(=O)N1CC3,i,1.5
CCOC(=O)c1sc(NC(=O)CC2OC(=O)c3ccccc32)nc1C (configuration not stated),i,0.5
COc1cc(Cn2c3ccc(NC(=O)CC(C)c4ccccc4)cc3c(=O)n2C)ccc1F (configuration not stated),i,0.7
COc1ccc(OC)c(NC(=O)C2(C)CCN2CCc2ccccc2)c1 (configuration not stated),i,0.9
COC(=O)[C@]12CCCCC=C1N(CCc1ccc(OC)c(OC)c1)C(=O)[C@H](CC(=O)NCc1ccccc1)C2,i,2.4
CCN(CC)C(=O)c1cccc(-c2csc(C(O)c3ccc(F)c(OC)c3)n2)c1 (configuration not stated),i,2.5
COc1cccc(C(C(=O)NCc2ccccc2)N2CCN(c3cccc(C)c3C)CC2)c1OC (configuration not stated),i,0.2
COc1ccc(NC(=O)N(C)[C@H]2C[C@H]3c4[nH]c5ccc(-c6ccc(OC)cc6)cc5c4CCN3C[C@H]2[C@H](C)O)cc1,i,0.6
O=S1(=O)C[C@H](N2CCN(CCO)CC2)[C@@H](COCc2ccccc2)N1,i,0.5
CCNC(=O)C1(C)CCN(C(=O)c2ccc(C(F)(F)F)cc2)C1 (configuration not stated),i,1.1
COc1ccc(S(=O)(=O)NC(=O)C2(C)CCN2C(=O)COc2ccc(Cl)cc2)cc1 (configuration not stated),i,0.8
CCc1nnc(NC(=O)C(NS(=O)(=O)c2ccccc2)C(C)C)s1 (configuration not stated),i,1.0
COc1ccc(C(O)c2nc(-c3cccc(CO)c3)cs2)cc1 (configuration not stated),i,0.6
CC1(C)CC(N2CCOCC2)=CC(=S)N1,i,1.1
Cc1[nH]c2ccccc2c1C(=O)C(=O)NCc1nnnn1-c1ccc(F)c(F)c1,i,1.6
CCOC(=O)C1=C[C@@H](c2ccccc2)N(S(=O)(=O)c2ccc(C)cc2)[C@H]1c1cccc(Cl)c1,i,1.2
C[C@H](c1ccccc1)N1C[C@H](COCc2ccccc2)Oc2cc(N3CC[C@H](N(C)C)C3)ccc2S1(=O)=O,i,0.1
NC(c1csc(NC(=O)Nc2cccc(C(F)(F)F)c2)n1)C1CCCCC1 (configuration not stated),i,1.4

# Continuation:
SMILES,Myeloid diff 2,Myeloid diff 2 GFP+ MAC1+ %
Cc1ccc(-c2nn(-c3ccccc3)cc2C=C2SC(=S)N(CCS(=O)(=O)O)C2=O)cc1,i,0.0
CCCCn1c(N)c(N(C(=O)CSc2nncn2-c2ccccc2)C2CCCC2)c(=O)[nH]c1=O,i,0.5
COc1ccc(CSc2n[nH]c(=O)[nH]c2=O)cc1,i,0.7
COc1ccc([C@H]2C[C@@H](O)[C@H](n3cc(-c4ccc(F)cc4)nn3)CN2C(=O)C2CCCCC2)cc1,i,1.1
Cc1ccc(C(=O)N2CCc3ccccc32)cc1C,i,0.8
Fc1ccc(-c2nc3c(Cl)cc(C(F)(F)F)cn3c2Cc2cccc(Cl)c2)cc1,i,0.3
CCOC(=O)c1c(C)[nH]c(C(=O)COC(=O)[C@H](C)N2C(=O)C3CCCCC3C2=O)c1C (some centres not stated),i,1.5
COc1cc(C(=O)OCc2csc(CC(=O)Nc3ccccc3C)n2)ccc1OCC(C)C,i,0.2
CCCC(=O)N1CCC1(C)C(=O)Nc1ccc(C)cc1 (configuration not stated),i,0.9
O=C(NCCCN1CCCC1=O)c1cc(S(=O)(=O)N2CCOCC2)c(Cl)cc1Cl,i,1.1
C[C@H](O)[C@@H]1CN2CCc3c([nH]c4ccccc34)[C@@H]2C[C@@H]1N(C)C(=O)Nc1ccc(F)cc1,i,0.8
CCN(CC)C(=O)c1cccc(-c2csc(C(C)(O)c3ccncc3)n2)c1 (configuration not stated),i,1.3
CC(=O)N1CCN(c2cc(-c3ccccc3)nc3cc(-c4cccc(Cl)c4)nn23)CC1,i,0.3
Cn1c(=O)c2cc(NC(=O)NCc3ccc(F)cc3)ccc2n1C/C=C/c1ccccc1,+,4.0*
O=C(CSc1nccn(-c2ccc(F)c(F)c2)c1=O)NC1CCCC1,i,0.4
COC(=O)C1=CN(c2cccc(OCc3ccccc3)c2)C(N)=C(C#N)C1c1cccc(F)c1 (configuration not stated),i,1.1
Cc1cn([C@H]2C[C@H](O)[C@@H](CCC(=O)NCCc3cccs3)O2)c(=O)[nH]c1=O,i,0.4
CN(C)C(=O)CSc1ccc(S(=O)(=O)N2CCCC2)cn1,i,0.7
COc1ccc(C(C(=O)NC2CCCC2)n2c(C3CCN(C(C)=O)CC3)nc3ccccc32)cc1 (configuration not stated),i,2.7
CCc1nc2c(OCc3ccc(OC(F)F)cc3)cccn2c1N(C)C(=O)c1cccs1,i,0.6
O=[N+]([O-])c1ccc(CSc2ccc(S(=O)(=O)N3CCOCC3)cn2)cc1,i,1.0
CCN(C(=O)COC(=O)/C=C/c1ccccc1Cl)c1c(N)n(Cc2ccccc2)c(=O)[nH]c1=O,i,1.4
COc1ccc(OCCN2CCN(S(=O)(=O)c3ccccc3C#N)CC2)cc1,i,0.5
Cc1c(Cl)cnc(NC(=O)COC(=O)/C=C/c2ccco2)c1Cl,i,0.8

# Among those listed so far, these contain a Cl atom.
SMILES,Myeloid diff 2,Myeloid diff 2 GFP+ MAC1+ %
O=C(c1ccccc1)N1CCN(c2cc(-c3ccccc3)nc3cc(-c4cccc(Cl)c4)nn23)CC1,i,0.6
O=S1(=O)c2ccc(Br)cc2N2CCC[C@@H]2CN1Cc1ccc(Cl)cc1,i,0.2
CC(=NNC(=O)c1ccncc1)c1cccc(Cl)c1,i,0.7
CN(C)c1cccc(NC(=O)C2Cc3c(-c4ccc(Cl)cc4)ccnc3O2)c1 (configuration not stated),i,1.0
CCOC(=O)C1=CCN(S(=O)(=O)c2ccccc2Cl)C1c1ccc(Cl)c(Cl)c1 (configuration not stated),i,0.6
CC(C)Nc1nc(Nc2ccccc2Cl)c2sccc2n1,i,1.5
COc1ccc(S(=O)(=O)NC(=O)C2(C)CCN2C(=O)COc2ccc(Cl)cc2)cc1 (configuration not stated),i,0.8
CCOC(=O)C1=C[C@@H](c2ccccc2)N(S(=O)(=O)c2ccc(C)cc2)[C@H]1c1cccc(Cl)c1,i,1.2
Fc1ccc(-c2nc3c(Cl)cc(C(F)(F)F)cn3c2Cc2cccc(Cl)c2)cc1,i,0.3
O=C(NCCCN1CCCC1=O)c1cc(S(=O)(=O)N2CCOCC2)c(Cl)cc1Cl,i,1.1
CC(=O)N1CCN(c2cc(-c3ccccc3)nc3cc(-c4cccc(Cl)c4)nn23)CC1,i,0.3
CCN(C(=O)COC(=O)/C=C/c1ccccc1Cl)c1c(N)n(Cc2ccccc2)c(=O)[nH]c1=O,i,1.4
Cc1c(Cl)cnc(NC(=O)COC(=O)/C=C/c2ccco2)c1Cl,i,0.8
